Screening results (PubChem BioAssay)
CHRM1 PAM: potentiates human M1 receptor response to acetylcholine; CHO-K1 hM1, Fluo-8 calcium fluorescence, ACh EC20; 0% = ACh EC20, 100% = maximal ACh; activation, % at 3 µM; 360,000 compounds, 0.088% hits; AID 588819; in the data active means activation above about 19%, passing the limit was not always enough
Target sequence (P11229 whole entry, looked up): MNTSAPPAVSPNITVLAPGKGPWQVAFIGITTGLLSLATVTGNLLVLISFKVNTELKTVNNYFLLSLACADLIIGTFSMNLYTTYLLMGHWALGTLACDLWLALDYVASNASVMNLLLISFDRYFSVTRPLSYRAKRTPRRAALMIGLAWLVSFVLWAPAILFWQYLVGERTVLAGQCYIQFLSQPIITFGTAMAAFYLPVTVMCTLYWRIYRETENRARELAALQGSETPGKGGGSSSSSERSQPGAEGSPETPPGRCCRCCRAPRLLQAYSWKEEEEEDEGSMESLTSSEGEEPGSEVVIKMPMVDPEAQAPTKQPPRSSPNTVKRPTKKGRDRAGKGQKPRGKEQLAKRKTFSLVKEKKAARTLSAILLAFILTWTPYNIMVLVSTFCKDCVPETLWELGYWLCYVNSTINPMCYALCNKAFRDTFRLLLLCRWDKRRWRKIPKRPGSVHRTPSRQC
M1 ag: activates human CHRM1 receptor; 360,000 compounds, 0.33% hits; P11229; activation, % at 3 µM; AID 588814; CHO-K1 hM1, Fluo-8 calcium fluorescence, agonist mode; 0% DMSO, 100% acetylcholine EC100;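 active means activation above the run's mean compound activation plus 3 SD, cut at about 16% in these data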;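 further: peak over basal fluorescence ratio within a 140 s kinetic read after compound addition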
M5 antag: blocks acetylcholine activation of human M5 receptor. inhibition, % at 3 µM. P08912. CHO-hM5 cells, Fluo-8 calcium fluorescence, ACh EC80. 360,000 compounds, 0.59% hits;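 active means inhibition above a per-plate cutoff, the mean of that plate's test compounds plus 3 SD, cut at about 27% in these data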;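 further: 0% = acetylcholine EC80 with DMSO and 100% = DMSO without agonist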
Target sequence (P08912 whole entry, looked up): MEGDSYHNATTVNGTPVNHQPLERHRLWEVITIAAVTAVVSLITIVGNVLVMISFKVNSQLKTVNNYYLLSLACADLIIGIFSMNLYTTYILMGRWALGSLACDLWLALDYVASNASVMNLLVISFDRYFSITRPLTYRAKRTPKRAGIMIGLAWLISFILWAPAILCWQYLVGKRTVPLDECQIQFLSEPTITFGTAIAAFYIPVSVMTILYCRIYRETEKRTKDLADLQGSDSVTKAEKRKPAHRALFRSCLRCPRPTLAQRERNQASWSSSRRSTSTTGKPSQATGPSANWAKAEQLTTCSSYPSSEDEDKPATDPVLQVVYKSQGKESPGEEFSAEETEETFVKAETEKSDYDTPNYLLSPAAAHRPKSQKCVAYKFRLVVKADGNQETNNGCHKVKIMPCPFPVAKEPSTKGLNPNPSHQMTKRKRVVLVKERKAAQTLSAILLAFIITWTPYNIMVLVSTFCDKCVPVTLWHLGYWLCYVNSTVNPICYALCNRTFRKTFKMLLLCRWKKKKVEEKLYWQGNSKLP
CHRM4 antagonist: antagonists of human muscarinic M4 receptor (CHRM4). CHO-hM4 cells, ACh EC80, Fluo-8 calcium fluorescence. inhibition, % at 3 µM. 360,000 compounds, 0.73% hits;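 active means inhibition above its plate's cutoff, the mean inhibition of sample wells plus 3 SD, cut at about 27% in these data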;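 further: 0% = acetylcholine EC80 with DMSO and 100% = DMSO without agonist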
M5 PAM: CHRM5 positive allosteric modulation; 360,000 compounds, 0.3% hits; CHO-K1 hM5, Fluo-8 calcium, ACh EC20 PAM; 0% = ACh EC20, 100% = ACh EC100; activation, % at 3 µM; P08912;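 active means activation above the run cutoff, the mean activation of all test compounds plus 3 SD, cut at about 18% in these data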
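system = human M5 receptor in CHO-K1 cells | reagent = EC20 acetylcholine as agonist stimulus | compound dosing = single-point, 3 µM nominal | incubation = Fluo-8 loading 80 min at 37 °C plus 30 min room temperature | detection = Fluo-8 calcium dye fluorescence, kinetic read | benchmarks = low control EC20 acetylcholine (0%), high control EC100 acetylcholine (100%)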
TAAR1 agonist: agonists of human TAAR1; Q96RJ0; 360,000 compounds, 0.99% hits; CHO RD-HGA16 TAAR1, Fluo-8 calcium fluorescence; vehicle wells 0%, saturating PEA agonist 100%; AID 624467; activation, % at 3 µM;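 active means activation above the mean activation of all test compounds in the run plus 3 SD, cut at about 38% in these data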
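Signal – calcium-sensitive Fluo-8 signal, excitation 470-495, emission 515-575 nm · System – RD-HGA16 (CHO) cells co-expressing Gα16 and hTAAR1 · Incubation – 17-24 h seeding, 75 min 37 °C dye, 30 min RT · Compound dosing – 3 µM single concentration · Repeats – no replicates (n 1)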
CHRM1 antagonist: blocks human M1 muscarinic receptor; P11229; CHO-K1 hM1, Fluo-8 calcium fluorescence, ACh EC80 antagonist; inhibition, % at 3 µM; 360,000 compounds, 1.3% hits; AID 588852;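 active means percent inhibition above its own plate's cutoff, namely the mean of that plate's compound wells plus 3 SD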;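 further: peak over basal fluorescence ratio during 140 s after agonist addition; 0% = ACh EC80 plus DMSO and 100% = DMSO alone without agonist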
CHRM4 agonist: agonists of human muscarinic M4 receptor (CHRM4); P08173; CHO-K1 hM4/Gqi5, Fluo-8 calcium fluorescence; vehicle 0%, full acetylcholine response 100%; activation, % at 3 µM; 360,000 compounds, 0.14% hits;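 active means activation above the run mean over all test wells plus 3 SD, cut at about 32% in these data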;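 further: peak over basal fluorescence ratio per well then scaled between controls; 0% = DMSO wells and 100% = acetylcholine at EC100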
M5 ag: agonists of human muscarinic M5 receptor (CHRM5); activation, % at 3 µM; 360,000 compounds, 0.19% hits; CHO-K1 hM5 cells, Fluo-8 calcium fluorescence; 0% DMSO wells, 100% maximal acetylcholine response;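 active means activation above the run's mean over test compounds plus 3 SD, cut at about 23% in these data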;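 further: signal is peak over basal fluorescence ratio across the kinetic read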
Active calls of the source: *; / = no result given.

Key to letters: A = CHRM1 PAM; B = M1 ag; C = M5 antag; D = CHRM4 antagonist; E = M5 PAM; F = TAAR1 agonist; G = CHRM1 antagonist; H = CHRM4 agonist; I = M5 ag
COc1cccc(C(=O)Nc2cc(C(=O)NCc3ccc(C)cc3)ccc2N2CCC3(CC2)CC(c2ccccc2)=NO3)c1
  A: 2.1 | B: -4.5 | C: 7.4 | D: -1.3 | E: 1.3 | F: -1.2 | G: 4.9 | H: 0.3 | I: 1.8
COc1ccc(S(=O)(=O)N(Cc2ccccc2)c2ccccc2C(=O)O)cc1
  A: -7.1 | B: -3.6 | C: 9.7 | D: -4.6 | E: -4.6 | F: 0.0 | G: 12.5 | H: 0.3 | I: -3.5
C/C(=N\NC(=O)c1ccc(C)cc1C)c1ccc2c(c1)Nc1ccccc1S2
  A: 2.0 | B: -4.0 | C: 6.1 | D: -13.9 | E: -10.1 | F: 3.2 | G: -4.6 | H: 3.3 | I: -2.3
COC(=O)c1ccc(Cn2c(C)c(C(=O)NCc3ccc(C#N)cc3)sc2=O)o1
  A: 2.8 | B: -9.1 | C: 3.5 | D: -3.5 | E: -6.9 | F: 10.5 | G: -8.5 | H: 3.4 | I: 2.5
COc1cc(C2C(C#N)=C(N)Oc3n[nH]c(-c4cccs4)c32)cc(OC)c1O (stereo unspecified)
  A: 4.4 | B: -2.0 | C: -0.2 | D: 9.1 | E: 8.4 | F: 0.7 | G: 1.5 | H: 1.8 | I: 4.4
Cc1cc2ccccc2n1CCNC(=O)c1ccccc1
  A: -5.9 | B: -2.1 | C: 13.1 | D: 3.6 | E: -5.7 | F: 11.9 | G: 10.8 | H: 2.1 | I: -0.7
CC(=O)N1CCN(c2ccc(S(=O)(=O)N3CCCCC3)cn2)CC1
  A: 16.6 | B: -3.6 | C: 1.2 | D: 6.1 | E: 2.1 | F: 6.1 | G: -4.1 | H: 1.1 | I: 2.7
CCCc1ncc(C(O)c2ccc(OC)cc2)n1C (stereo unspecified)
  A: 6.2 | B: -4.5 | C: -0.7 | D: -12.0 | E: 1.7 | F: 11.7 | G: -19.6 | H: 0.1 | I: -4.8
Cc1ccccc1NC(=O)OCCN1CCN(Cc2ccccc2)CCC1=O
  A: -3.1 | B: -6.2 | C: 9.6 | D: 6.6 | E: -12.2 | F: 13.4 | G: 10.6 | H: 26.0 | I: 1.2
CCN(CC(=O)NCc1cccs1)C(=O)/C=C/c1ccc(OC)cc1OC
  A: 11.4 | B: -4.2 | C: 1.8 | D: -13.2 | E: 3.4 | F: -1.9 | G: -3.5 | H: 1.4 | I: 0.2
Cc1nc(CNC(=O)c2cc(COc3c(F)cccc3F)on2)cs1
  A: 1.1 | B: -2.6 | C: 9.2 | D: 5.1 | E: -1.2 | F: 2.9 | G: -17.8 | H: 1.2 | I: 2.3
COC(=O)CSCC(=O)Nc1nnc(-c2cccc(C)c2)s1
  A: 5.8 | B: -12.0 | C: -2.4 | D: 3.2 | E: 3.7 | F: 8.7 | G: -4.0 | H: 0.9 | I: -0.7
Cc1ccccc1C(=O)NCCNC(=O)c1cnccn1
  A: 23.6 | B: 5.0 | C: 8.8 | D: -7.2 | E: 2.1 | F: 10.7 | G: -17.1 | H: 0.0 | I: -2.2
S=C(NCCSCc1ccc(Cl)c(Cl)c1)Nc1ccccc1
  A: -9.5 | B: -0.2 | C: 16.4 | D: 3.9 | E: -15.5 | F: 4.0 | G: -4.8 | H: 8.5 | I: -3.7
COc1ccc(C(=O)NNC(=O)C(C)NC(=O)c2ccccc2NC(=O)c2ccco2)cc1 (stereo unspecified)
  A: 7.1 | B: -5.3 | C: 1.0 | D: -1.3 | E: -0.1 | F: 6.2 | G: -1.5 | H: 0.5 | I: -2.7
CCOC(=O)N1CCN(S(=O)(=O)c2ccc(C(=O)N(CCCN(C)C)c3nc4ccc(OC)cc4s3)cc2)CC1
  A: 2.4 | B: -6.0 | C: -12.8 | D: -5.5 | E: 2.0 | F: 3.6 | G: 0.4 | H: -0.1 | I: -9.0
CC[C@]12c3[nH]c4cc(CCC(=O)N(C)C)ccc4c3CCN1C(=O)[C@@H](CC(=O)NCc1cccc(C(F)(F)F)c1)C[C@@H]2C(=O)N1CCN(C(=O)c2ccco2)CC1
  A: 2.5 | B: -8.0 | C: -1.6 | D: -13.5 | E: -0.1 | F: 1.8 | G: -5.7 | H: 1.0 | I: -0.8
CCN1CCN(C(=S)Nc2ccsc2C(=O)OC)CC1
  A: 2.4 | B: -5.9 | C: -6.8 | D: -19.4 | E: 1.7 | F: 0.2 | G: -8.5 | H: 1.0 | I: -12.9
O=C(CCn1c(=O)sc2ccccc21)Nc1ccon1
  A: 0.5 | B: -3.9 | C: 5.8 | D: -1.7 | E: 0.7 | F: 3.9 | G: 0.4 | H: 1.0 | I: -0.9
CC(C)COc1ccc(CSCCNC(=S)Nc2ccccc2)cc1
  A: -11.2 | B: -2.6 | C: 8.1 | D: 4.4 | E: -7.6 | F: 9.8 | G: 18.2 | H: 4.6 | I: -2.2
COC(=O)[C@]1(C)N[C@H](CN(C)C(=O)Nc2ccc(C)cc2)[C@@H]2C(=O)N(C)C(=O)[C@@H]21
  A: -1.8 | B: -3.5 | C: 6.4 | D: 4.8 | E: -2.5 | F: 1.0 | G: -0.2 | H: -0.2 | I: 1.0
COc1ccc(/C=C/C=C2\NC(=S)NC2=O)cc1
  A: 5.7 | B: -1.4 | C: 8.5 | D: 0.1 | E: 1.1 | F: 4.2 | G: -1.1 | H: 1.4 | I: -0.2
Cc1cc(C)cc(-n2ncc3c2CCCC3NC(=O)CCCn2cncn2)c1 (stereo unspecified)
  A: 17.7 | B: -2.2 | C: 13.4 | D: -1.1 | E: -1.5 | F: 0.7 | G: -13.7 | H: 0.8 | I: 0.9
COc1ccc(-n2nc3c(c2NC(=O)C(C)Oc2ccccc2)CS(=O)(=O)C3)cc1 (stereo unspecified)
  A: 19.1 | B: 2.1 | C: 1.3 | D: 7.1 | E: 4.2 | F: 4.4 | G: -10.9 | H: 1.0 | I: 1.0
O=C(NC(=S)NCCN1CCOCC1)c1ccc(Cl)cc1Cl
  A: 5.8 | B: -4.7 | C: -3.4 | D: -3.5 | E: 8.1 | F: 1.1 | G: -11.4 | H: 0.3 | I: -1.0
CC(=O)Nc1ccc(NC(=O)/C(=C/c2ccco2)NC(=O)c2ccccc2)cc1
  A: 6.3 | B: -7.2 | C: 0.1 | D: 8.0 | E: -2.2 | F: 8.1 | G: 5.0 | H: 0.9 | I: 0.8
CCCc1nccn1S(=O)(=O)c1cc(OC)ccc1OC
  A: 8.3 | B: -4.0 | C: 5.6 | D: 16.1 | E: 2.8 | F: 6.2 | G: -4.2 | H: 0.2 | I: 0.3
Cc1cc(C)c2c(N)c(-c3nnc(SCc4ccc(Cl)cc4)n3C)sc2n1
  A: 8.5 | B: -3.9 | C: 6.3 | D: -8.3 | E: -2.4 | F: 0.1 | G: -4.5 | H: 0.5 | I: 2.5
CCN(CC)c1ccc(/C=N/n2c(C)nc3ccccc3c2=O)cc1
  A: 1.9 | B: -8.5 | C: 0.5 | D: -3.2 | E: -1.8 | F: 9.3 | G: -3.5 | H: 3.5 | I: -1.6
COc1ccccc1NC(=O)NCC(=O)Nc1ccc(F)c(F)c1
  A: 5.7 | B: -3.8 | C: -4.6 | D: 3.4 | E: 6.0 | F: 9.1 | G: -8.0 | H: 2.8 | I: -5.8
COc1ccccc1N1C(=O)C2C3CC(c4ccccc4)C(C3)C2C1=O (stereo unspecified)
  A: 4.1 | B: -3.6 | C: -1.5 | D: -2.4 | E: -6.3 | F: 3.5 | G: 2.1 | H: 7.5 | I: 1.5
COc1cccc(C(=O)NCC(=O)NCc2cc(=O)n(C)c(=O)n2C)c1OC
  A: -6.4 | B: -2.5 | C: 8.3 | D: 14.4 | E: -3.4 | F: 6.4 | G: 20.4 | H: 3.5 | I: -1.9
CCOC(=O)N1CCN(C(=O)C2CCC(=O)N(CCCc3ccccc3)C2)CC1 (stereo unspecified)
  A: -0.9 | B: -2.9 | C: 15.0 | D: 0.9 | E: 1.1 | F: 2.7 | G: -3.6 | H: 0.1 | I: -1.9
CCOC(=O)[C@]12CCCC=C1N(Cc1ccc3c(c1)OCO3)C(=O)[C@H](CC(=O)N1CCC(c3ccccc3)CC1)C2
  A: / | B: / | C: 5.3 | D: -6.7 | E: -2.9 | F: -0.1 | G: / | H: 0.1 | I: -4.7
COc1cc2cc(CN(CCc3ccccc3C)C(=S)NCCCN(C)C)c(=O)[nH]c2cc1OC
  A: 8.1 | B: -14.2 | C: 6.9 | D: 5.2 | E: -3.7 | F: 2.5 | G: -7.4 | H: 0.0 | I: -1.5
Clc1ccc(-c2nnc(N3CCCC3)nn2)cc1
  A: 7.9 | B: -0.3 | C: 2.0 | D: 16.1 | E: 2.2 | F: 13.0 | G: 0.5 | H: 1.7 | I: 2.3
CCOc1ccc2[nH]c(=O)c(CN(CCc3ccccc3)C(=O)N3CCOCC3)cc2c1
  A: 11.2 | B: -2.9 | C: -2.3 | D: 1.2 | E: 2.9 | F: 2.9 | G: -14.1 | H: 1.4 | I: 0.3
COc1ccc(-c2csc(NC(=O)c3cccc(N4C(=O)CCC4=O)c3)n2)cc1C
  A: -10.4 | B: -1.6 | C: 6.2 | D: -4.2 | E: -3.9 | F: 12.4 | G: 15.2 | H: 5.0 | I: 6.0
O=C1OCc2ccc(NC(=O)C3CC3)cc21
  A: 6.5 | B: -3.8 | C: 6.5 | D: 1.3 | E: 1.2 | F: 3.4 | G: -4.6 | H: 1.4 | I: 3.6
CC1=NN(C(N)=S)C(C)(C)C1
  A: 0.1 | B: 0.2 | C: 15.2 | D: 1.3 | E: -8.6 | F: -0.2 | G: -3.1 | H: 10.8 | I: 0.3
CCc1cc2cc3c(cc2nc1SCC(=O)OC(C)C)OCO3
  A: 2.2 | B: -6.6 | C: 0.2 | D: 3.7 | E: 4.5 | F: 6.3 | G: -3.6 | H: -2.0 | I: -2.0
CCC(C)CN1C(=O)CN(S(C)(=O)=O)CC1(C)C(=O)NCc1ccccc1 (stereo unspecified)
  A: / | B: / | C: 7.6 | D: 1.9 | E: -3.8 | F: 0.4 | G: / | H: 3.1 | I: 1.0
O=C(COc1ccc(Cl)cc1)NCc1nnc(SCC(=O)Nc2ccc3c(c2)OCCO3)o1
  A: 5.8 | B: -1.2 | C: 2.4 | D: -5.1 | E: -5.4 | F: 11.4 | G: -5.2 | H: 0.7 | I: -1.2
CCOc1ccc(-n2c(SCC(=O)Nc3ccc(OC)cc3OC)nc3c(c2=O)SCC3)cc1
  A: 2.1 | B: -1.3 | C: -11.3 | D: -4.9 | E: 3.6 | F: 8.5 | G: -9.5 | H: 0.0 | I: -3.5
Cc1ccsc1C(C(=O)NC(C)(C)C)N(Cc1ccco1)C(=O)c1csnn1 (stereo unspecified)
  A: 17.0 | B: 0.1 | C: -2.4 | D: 1.4 | E: 7.5 | F: -2.1 | G: -19.9 | H: 1.5 | I: -1.2
CC(C)CCN1CC(O)=C(c2nc(-c3ccc(Cl)cc3)cs2)C1=N
  A: -11.7 | B: 0.1 | C: 3.0 | D: -4.0 | E: -5.1 | F: 9.9 | G: 17.9 | H: 0.5 | I: -3.2

Only part of the results is shown; the hit share may differ from the screen's.
